# Source: PubChem BioAssay
# ELG1 DNA repair = inhibitors of ELG1-dependent DNA repair in HEK293T cells. HEK293T ELG1-luciferase reporter, luminescence, 16 h; DNA damage induced by 5-fluorouridine. Potency, µM (highest dose often 46.1 µM), inactives show top-dose activity change, negative = inhibition, actives largely listed as inhibitors. 2.3% of 330,000 active; also: potency is read from the fitted curve at half-maximal effect; % is scaled to controls: 0 for no effect and ±100 for the full control effect; nearly all actives have a fitted effect of over 55% in size
#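 5-Fluorouridine DNA damage + compound/DMSO, 2,000 cells/well, 16 h, 37 °C/5% CO2. ONE-Glo, 30 min RT, luminescence. Readout = decrease in reporter signal.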
# TCR act = T cell receptor activation; 330,000 tested, under 10 active; AID 504894; Potency, µM (doses to about 9.22 µM), for inactives: at the highest dose activation of IL-2 secretion, actives largely listed as activators; primary human leukocytes, anti-CD3, IL-2 HTRF, 48 h; also: % of control where 0% means no effect
#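 48 hr co-incubation of compounds, a-CD3 beads and primary human leukocytes; IL-2 quantified homogeneously by HTRF with anti-IL-2 K and d2 conjugates.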
# KCNH2 WT inh = inhibitors of human wildtype KCNH2 potassium channel | U2OS, BacMam KCNH2, thallium flux FluxOr; hits give low values | AID 720551 | activity change, % at 1.84 µM | Q12809 | 0.37% of 340,000 active;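 active = maximum activity change below -70%; inconclusive = maximum activity change between -70% and -50%; inactive = maximum activity change above -50%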; also: % is scaled to controls: 0 for no effect and ±100 for the full control effect
#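 U2OS cells were transduced with wild-type KCNH2 virus (2.03 x 10^8 / mL) for 4 h at room temperature, then cultured overnight at 37 C. Thallium flux was read with FluxOr dye. Rate constants were normalized to DMSO controls.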
# TSHR antag = blocks TSH signaling through the human TSH receptor; P16473; TSHR-expressing cells, TSH-stimulated cAMP HTRF, 2 h; hits give low values; activity change, negative = inhibition, % at 11.5 µM; 0.2% of 330,000 active;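 active = activity change below a set negative limit, meaning inhibition stronger than a set level, cut at about -70% in these data; inconclusive = activity change between two set negative limits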; also: % is scaled to controls: 0 for no effect and ±100 for the full control effect
#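 Freshly harvested TSHR cells receive pin-tooled compound, then EC80 TSH at 4nM final. After 2 hours at 37 deg C, antibody in lysis buffer and cAMP-d2 are added; 30 minutes at ambient temperature precede the HTRF read.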
# KCNH2 3.1 inh = blocks the human KCNH2 3.1 channel isoform | U2OS KCNH2 3.1, thallium flux FluxOr; hits give low values | activity change, % (tested at about 1.8 µM) | 0.95% of 340,000 active | AID 720553;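 active = maximum activity change below -70%; inconclusive = maximum activity change from -70% to -50%; inactive = maximum activity change above -50%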;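 also: thallium influx rate constant from kinetic fluorescence after stimulation buffer; % is scaled to controls: 0 for no effect and ±100 for the full control effect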
#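 Thallium flux read-out: FluxOr dye with Red40 quencher in HBSS/HEPES, 45 min at RT. Rate constants from kinetic reads were normalized to positive and negative DMSO controls. Cells: U2OS virally expressing the 3.1 isoform.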
# TRPV1 ag = activates the human vanilloid receptor TRPV1; Q8NER1; TRPV1-expressing cells, Fluo-8 calcium influx, agonist mode; activation, % at 8.33 µM; 0.19% of 320,000 active; AID 540275; in the data active = activation above about 80%; inconclusive = between about 30% and that limit; also: 0% is about no effect
#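 TRPV1-expressing cells were cultured overnight at 35.5C and loaded with Fluo-8 calcium dye for 40 to 90 min at room temperature. After a 10 s baseline, compound was added and calcium influx was read kinetically for 3 min (ex 480/em 520 nm).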
# Eya2 phos inh = Eya2 (human) phosphatase inhibition. recombinant Eya2, OMFP fluorescence dephosphorylation (OMFP is methylfluorescein phosphate). Potency, µM (highest dose often 76.9 µM), for the others: top-dose activity, negative = inhibition, hits mostly inhibitors. 0.006% of 330,000 active. AID 488837; also: potency is read from the fitted curve at half-maximal effect; % is scaled to controls: 0 for no effect and ±100 for the full control effect
# Target sequence (O00167 whole entry, looked up): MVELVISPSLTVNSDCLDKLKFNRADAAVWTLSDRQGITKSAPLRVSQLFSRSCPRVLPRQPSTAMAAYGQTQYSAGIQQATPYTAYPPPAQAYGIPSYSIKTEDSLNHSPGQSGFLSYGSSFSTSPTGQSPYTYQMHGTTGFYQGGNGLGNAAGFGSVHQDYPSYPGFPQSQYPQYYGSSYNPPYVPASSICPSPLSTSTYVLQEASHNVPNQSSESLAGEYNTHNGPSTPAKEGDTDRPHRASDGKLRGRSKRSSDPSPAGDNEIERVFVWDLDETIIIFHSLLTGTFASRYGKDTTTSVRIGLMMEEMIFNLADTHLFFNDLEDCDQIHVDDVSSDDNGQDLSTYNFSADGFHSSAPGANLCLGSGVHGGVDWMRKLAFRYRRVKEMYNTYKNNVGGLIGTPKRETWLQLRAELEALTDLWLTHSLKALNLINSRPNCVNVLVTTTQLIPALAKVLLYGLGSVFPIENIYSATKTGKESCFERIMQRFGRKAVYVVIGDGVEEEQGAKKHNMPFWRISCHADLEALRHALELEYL
#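 Eya2 (0.2 uM) preincubated 10 min at ambient with compound, then OMFP substrate added at 50 uM; 10 min reaction in 50 mM HEPES pH 7.5, 50 mM NaCl, 5 uM MgCl2, 0.05% BSA, 1 mM DTT. Fluorescence read at Ex 485/Em 525 nm.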
# A-T KAP1 phos = candidate therapy for ataxia-telangiectasia | […] A-T fibroblasts, KAP-1 phosphorylation AlphaLISA; neocarzinostatin DNA damage 30 min before lysis | Potency, µM (titrated, usually from 57.5 µM), inactives show at the highest dose activation, most hits filed as activators | 0.19% of 320,000 active; also: potency is read from the fitted curve at half-maximal effect; % of control where 0% means no effect; nearly all actives have a fitted effect of over 45% in size
#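 ATM-like activity read as KAP-1 phosphorylation via AlphaLISA donor/acceptor antibody pairs after lysis and 6 hr at 25C. Cells were ATM-null patient fibroblasts ([…], hTERT), dosed 60 min, then exposed to the DSB inducer NCS for 30 min.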
# USP2a block = USP2a (human) protease inhibition; Potency, µM (highest dose often 38.3 µM), for the others: top-dose activity change, negative = inhibition, usual class: inhibitors; O75604; 0.01% of 330,000 active; USP2 core, Ub-CHOP2 coupled fluorogenic reporter, 485/531;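 also: potency is read from the fitted curve at half-maximal effect; plate controls were DMSO wells for no effect and full inhibition by NEM control for full effect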
#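 USP2 core (10nM final) preincubated 30min RT with compound in 20mM Tris-HCl pH 8.0, 2mM CaCl2, 2mM beta-mercaptoethanol, 0.05% CHAPS; 25nM Ub-CHOP2 plus 25nM reporter substrate added, fluorescence (Ex485/Em531) read after 60min.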
# Mito fusion yeast = mitochondrial division inhibition or fusion activation | S. cerevisiae fusion-defective mutant growth rescue, CellTiterGlo 48 h | Potency, µM (top dose mostly 46.1 µM), without a hit: at the highest dose growth rescue (activation), hits mostly activators | 0.23% of 320,000 active | AID 485298;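 also: potency is read from the fitted curve at half-maximal effect; % of control where 0% means no effect; nearly all actives have a fitted effect of over 45% in size; temperature-sensitive fusion mutants such as fzo1-1 at 37 °C on non-fermentable ethanol glycerol medium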
#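 Read-out: ATP-based luminescence (CellTiterGlo, 10 min ambient) reporting growth of fusion-defective ts yeast after 48 hours at 37C on glycerol/ethanol YPEG medium in the presence of compound.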
# An asterisk follows results filed as active; ? = inconclusive; . = not tested or not shown; [ ] = remark or other dose. Unless noted, calls follow the shape of the dose curve; as a rule, active = well fitted curve in the direction sought with a large enough effect; inconclusive = small, poorly fitted or top-dose-only effect, or another doubt; inactive = no such curve, though single readings can be large; an effect the other way counts as inactive or inconclusive. This is a subset (hit frequency here may not be typical).
SMILES,ELG1 DNA repair,TCR act,KCNH2 WT inh,TSHR antag,KCNH2 3.1 inh,TRPV1 ag,Eya2 phos inh,A-T KAP1 phos,USP2a block,Mito fusion yeast
COc1ccc(-n2nnnc2SCC#CCO)cc1,-13%,-23%,3,3,-9,0,0%,3%,7%,-5%
COc1ccccc1NC(=O)Cc1coc2cc(C)ccc12,24%,-4%,6,6,10,1,-1%,.,-1%,4%
COC(=O)c1ccc(COc2ccccc2/C=N/NC(=O)c2cccnc2)cc1,?,-1%,2,-2,2,11,-14%,7%,-1%,0%
COc1ccc(S(=O)(=O)Nc2ccccc2N2CCOCC2)cc1OC,-2%,10%,6,-24,-28,1,0%,-3%,-1%,-4%
O=C(O)CC1c2ccccc2C=Cc2ccccc21,6%,-3%,7,-4,21,2,14%,10%,1%,-2%
C#CCn1c(=NC(=O)c2cc(-c3cccs3)nc3ccccc23)sc2cc(S(N)(=O)=O)ccc21,?,13%[46.1 µM],2,-26,9,1,-10%,6%,-1%,-3%
O=C(NCC1CCCO1)c1ccc(-c2ccccc2Cl)o1 (stereo not drawn),?,1%,-7,1,1,?,-16%,-2%,-8%,-9%
COc1ccccc1/C=C/C1=NC(=C\N(C)C)/C(=O)O1,?,5%,-4,-14,12,?,-5%,1%,5%,4%
CCCCn1c(N)c(N(CCOC)C(=O)c2ccc(-c3ccc(C(C)=O)cc3)o2)c(=O)[nH]c1=O,?,2%,5,4,-1,2,5%,3%,0%,-4%
COc1ccc2oc(=O)c(C(=O)NC(C)c3ccccc3)cc2c1 (stereo not drawn),?,-1%,-8,-39,5,-4,15%,5%,-7%,-5%
COc1ccc(S(=O)(=O)N2CCC(NC(=O)N3CCOCC3)CC2)cc1,15%,0%,-5,-3,-27,2,4%,3%,0%,-4%
CCCCc1[nH]c(=O)c(C#N)c2c1CCCC2,16%,14%,3,46,-5,-1,15%,1%,1%,-1%
FC(F)(F)c1ccnc(NCc2ccco2)n1,11%,6%,18,-2,22,-1,0%,14%,0%,-1%
CCCNC(=O)/C=C/c1ccc(C(C)C)cc1,?,1%[46.1 µM],2,-4,-4,?,0%,6%,2%,7%
COc1cc2c(=O)n(CC3CCCO3)c(=O)n(CC(=O)Nc3ccc(F)cc3F)c2cc1OC (stereo not drawn),-14%,-2%,5,-5,11,-3,-1%,7%,2%,-1%
CCCc1ccc(OCC(O)CN2CCN(CCO)CC2)cc1 (stereo not drawn),2%,-19%,-7,-8,-5,2,-1%,6%,2%,0%
CC(C)CCNC(=O)c1cccc(Cl)c1,17%,-13%,-5,-7,2,14,-1%,3%,1%,-1%
CCOc1ccccc1C(=O)Oc1ccc2ccc(=O)oc2c1,-7%,-3%,4,14,9,1,2%,15%,1%,0%
COc1ccc(S(=O)(=O)N2CCC(C(=O)NCCCn3ccnc3)CC2)cc1C,27%,-17%,8,-17,3,0,-3%,-1%,1%,-5%
O=c1c(Cl)c(NCc2ccccc2)cnn1C12CC3CC(CC(C3)C1)C2,-9%,-2%[46.1 µM],-11,-12,-1,?,0%,.,4%,17%
Cc1sc2nc(CN3CCOCC3)nc(NCCc3ccccc3)c2c1C,?,-1%,3,6,1,?,6%,.,4%,16%
O=c1cc(CCl)nc2sc3ccccc3n12,1%,-5%,-2,2,-13,1,-25%,-2%,3%,0%
CCCn1nc([N+](=O)[O-])c(C(C#N)c2nc3ccccc3s2)c(Cl)c1=O (stereo not drawn),18µM*,1%,-12,-76*,4,1,-7%,-3%,-10%,-19%
O=C(CSc1nnc(-c2ccco2)n1-c1ccccc1)NCc1ccc2c(c1)OCO2,-14%,-1%,-16,7,-23,3,-7%,-5%,-4%,-2%
COc1ccc(NC(=O)CN(C)C(=O)CCNC(=O)Nc2ccccc2)cc1,0%,-4%,-1,6,-4,-3,9%,-2%,2%,-3%

# 6 of the entries above in order of the TCR act value, smallest number first:
Compound,TCR act
CCCc1ccc(OCC(O)CN2CCN(CCO)CC2)cc1 (stereo not drawn),-19%
COc1ccccc1NC(=O)Cc1coc2cc(C)ccc12,-4%
CCOc1ccccc1C(=O)Oc1ccc2ccc(=O)oc2c1,-3%
CCCn1nc([N+](=O)[O-])c(C(C#N)c2nc3ccccc3s2)c(Cl)c1=O (stereo not drawn),1%
COc1ccccc1/C=C/C1=NC(=C\N(C)C)/C(=O)O1,5%
COc1ccc(S(=O)(=O)Nc2ccccc2N2CCOCC2)cc1OC,10%

# Among those listed so far, these have an NH in an aromatic ring.
SMILES,ELG1 DNA repair,TCR act,KCNH2 WT inh,TSHR antag,KCNH2 3.1 inh,TRPV1 ag,Eya2 phos inh,A-T KAP1 phos,USP2a block,Mito fusion yeast
CCCCn1c(N)c(N(CCOC)C(=O)c2ccc(-c3ccc(C(C)=O)cc3)o2)c(=O)[nH]c1=O,?,2%,5,4,-1,2,5%,3%,0%,-4%
CCCCc1[nH]c(=O)c(C#N)c2c1CCCC2,16%,14%,3,46,-5,-1,15%,1%,1%,-1%

# (cont.)
SMILES,ELG1 DNA repair,TCR act,KCNH2 WT inh,TSHR antag,KCNH2 3.1 inh,TRPV1 ag,Eya2 phos inh,A-T KAP1 phos,USP2a block,Mito fusion yeast
CCc1ccc(NC(=O)N(CCN(C)C)C(C)c2cccnc2)cc1 (stereo not drawn),13%,2%,1,-7,-4,-2,8%,10%,3%,5%
CCOc1ccc2nc(N3CCC(C(=O)N4CCN(c5ncccn5)CC4)CC3)sc2c1,7%,3%,4,3,-9,3,2%,-19%,-1%,-38%[inhibitor]
C/C=C/c1ccc(OCC(=O)O)c(OC)c1,8%,7%,4,10,-4,-3,14%,0%,3%,0%
Cc1ccc(C2=NN(C(=O)CCl)C(c3ccco3)C2)o1 (stereo not drawn),2.3µM*,-2%,2,-4,16,0,-10%,-2%,0%,-18%
COC(=O)c1sc2nc(CSc3nc4ccc(C)cc4[nH]3)[nH]c(=O)c2c1C,0%,-2%,-4,6,14,9,-3%,.,0%,-1%
O=[N+]([O-])c1cccc(S(=O)(=O)NCCOc2cccc3cccnc23)c1,?,1%,0,3,-2,-2,7%,1%,4%,-1%
O=C(CCCn1c(=O)[nH]c2cc(Cl)ccc2c1=O)NC1CCCCCCC1,?,5%,-24,11,9,4,-26%,-2%,2%,-4%
CC(=O)Nc1cccc(C(=O)NC2CCCc3c2cnn3-c2ccccc2F)c1 (stereo not drawn),-4%,7%,3,-8,-7,?,-10%,-5%,4%,2%
COc1cc(C2NCCC(=O)C2(C)C)cc(OC)c1OC (stereo not drawn),-12%,-4%[46.1 µM],-1,-1,16,0,-2%,-5%,-6%,-9%
O=S(=O)(c1ccc2nc(-c3ccco3)c(-c3ccco3)nc2c1)N1CCOCC1,16µM*,2%,-8,20,-1,-1,-2%,.,-15%,0%
CC1CCCN(C(=O)COC(=O)Cc2ccc(Cl)cc2)C1 (stereo not drawn),-14%,13%,-3,-10,2,2,-7%,-1%,-1%,-2%
COc1ccc(N(CC(=O)N2CCc3ccccc3C2)S(C)(=O)=O)cc1Cl,-4%,-10%,-19,-13,-5,0,-2%,0%,0%,5%
CCOc1ccc(NC(=O)COC(=O)c2ncc(Cl)c(Cl)c2Cl)cc1,1%,-1%[46.1 µM],2,9,0,0,-4%,-10%,-1%,0%
C[C@]12CCC(O)CC1=CCC1C2CC[C@]2(C)/C(=N\NC(N)=S)CCC12 (stereo partly drawn),-16%,3%,1,0,3,-1,-9%,-4%,4%,-32%[inhibitor]
CCN(CC(=O)NCc1cccs1)C(=O)CN(C)S(=O)(=O)c1ccc(C)cc1,23%,3%,-9,-5,11,1,-19%,-2%,2%,-2%
O=C(O)c1ccc(S(=O)(=O)N[C@H](Cc2ccc(C(F)(F)F)cc2)C(=O)O)cc1,.,.,.,21,.,.,-10%,13%,1%,5%
CS(=O)(=O)N1CCN(c2ccccc2NC(=O)C(c2ccccc2)c2ccccc2)CC1,?,-4%,-17,11,7,9,-4%,-2%,-4%,-1%
CCSc1nc2ccccc2c(=O)n1C1CCOC(C)(C)C1 (stereo not drawn),12%,9%,-3,2,-91*,14,1%,4%,1%,13%
COc1cccc(-c2cc(C(=O)Nc3cc(C)on3)no2)c1,?,-4%,-3,-16,?,0,-1%,-2%,1%,-13%
